Compound activity as filed in PubChem BioAssay.
TCR activator: T cell receptor activation. primary human leukocytes, anti-CD3, IL-2 HTRF, 48 h. AID 504894. 330,000 tested, under 10 active. Potency, µM (top dose mostly 9.22 µM), for inactives: at the top dose activation of IL-2 secretion, hits mostly activators; note: % of control where 0% means no effect
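TCR engagement came from a-CD3 beads alone, with compounds added to primary human leukocytes for 48 hr. Secreted IL-2 bridged europium cryptate- and d2-labelled anti-IL-2 antibodies, giving FRET emission at 665nm after 320nm excitation.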
BCR signal inh: chronic active BCR signaling inhibition. ABC-DLBCL IkBa-CBG/CBR reporter, luminescence ratio, 4 h. Potency, µM (top dose mostly 46.1 µM), for the others: at the top dose ratio change, negative = lower green/red ratio, hits mostly inhibitors. 340,000 compounds, 0.05% hits; active = well fitted inhibition curve with a large enough effect in the signal ratio, with a control signal flat, not every such curve was filed as active; inconclusive = small, poorly fitted or top-dose-only effect, or effect the other way, or a change in a side signal; the % refers to the signal ratio;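 note: potency is the fitted concentration of half-maximal effect; plate controls were basal doxycycline-induced cells for no effect and cells given 10 µM MG132 for full effect; MG132 reads +100%, hits lower the ratio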
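Doxycycline induced both beetle luciferases in TMD8 lymphoma cells; IKK-driven degradation limits the IkappaBalpha-fused green signal, while red luminescence normalises for cell number and nonspecific effects. Compounds tested up to 46 uM, 4 hrs.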
Eya2 inh: Eya2 (human) phosphatase inhibition | O00167 | 330,000 compounds, 0.006% hits | Potency, µM (series often up to 76.9 µM), for the others: at the top dose activity, negative = inhibition, actives largely listed as inhibitors | recombinant Eya2, OMFP fluorescence dephosphorylation (OMFP is methylfluorescein phosphate) | AID 488837; note: potency is the fitted concentration of half-maximal effect; % is set by controls: 0 for no effect and ±100 for the full control effect
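Eya2 protein (added as 0.2 uM solution) was preincubated with compound for 10 min at ambient temperature in 50 mM HEPES pH 7.5, 50 mM NaCl, 5 uM MgCl2, 0.05% BSA, 1 mM DTT. OMFP (added at 50 uM) then reacted 10 min; fluorescence read at 485/525 nm.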
PTAP TSG101 blk: blocks PTAP/TSG101 interaction to inhibit HIV-1 budding; Potency, µM (series often up to 115 µM), for inactives: top-dose activity change, negative = inhibition, actives largely listed as inhibitors; Fluorescence polarization, FITC-PTAP peptide / Tsg101 binding; Q99816; 340,000 tested, under 10 active; active = well fitted inhibition curve with a large enough effect in the main read-out, with a control signal flat, not every such curve was filed as active; inconclusive = small, poorly fitted or top-dose-only effect, or effect the other way, or a change in a side signal; inactive = no such curve, though single readings can be large or run the other way; note: potency is the fitted concentration of half-maximal effect; % of control where 0% means no effect
Target sequence (Q99816 whole entry, looked up): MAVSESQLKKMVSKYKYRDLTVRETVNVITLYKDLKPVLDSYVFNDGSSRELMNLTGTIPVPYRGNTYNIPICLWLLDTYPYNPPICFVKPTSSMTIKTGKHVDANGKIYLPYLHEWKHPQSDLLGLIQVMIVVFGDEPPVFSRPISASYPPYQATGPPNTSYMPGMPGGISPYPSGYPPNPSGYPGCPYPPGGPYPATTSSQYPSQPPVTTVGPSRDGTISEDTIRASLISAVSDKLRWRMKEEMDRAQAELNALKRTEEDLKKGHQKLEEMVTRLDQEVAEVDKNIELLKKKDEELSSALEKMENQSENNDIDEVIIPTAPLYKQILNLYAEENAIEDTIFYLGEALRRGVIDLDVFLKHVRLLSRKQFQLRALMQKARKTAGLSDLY
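Fluorescence anisotropy tracks displacement of a FITC-tagged PTAP peptide (50 nM) from the Tsg101 binding domain (10 uM), following a 20 min room-temperature incubation at pH 7.5.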
TSHR antag: antagonists of human thyroid stimulating hormone receptor; P16473; TSHR-expressing cells, TSH-stimulated cAMP HTRF, 2 h; active compounds read low; activity change, negative = inhibition, % at 11.5 µM; 330,000 compounds, 0.2% hits; AID 504810;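 active = activity change below a set negative limit, meaning inhibition stronger than a set level, cut at about -70% in these data; inconclusive = activity change between two set negative limits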; note: % is set by controls: 0 for no effect and ±100 for the full control effect
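Antagonism was scored as loss of TSH-driven cAMP in TSHR cells, stimulated with 4nM TSH (EC80) for 2 hours at 37 deg C and detected by homogeneous HTRF competition immunoassay.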
Mito fusion act: inhibitors of mitochondrial division or activators of mitochondrial fusion; S. cerevisiae fusion-defective mutant growth rescue, CellTiterGlo 48 h; Potency, µM (top dose mostly 46.1 µM), for inactives: at the highest dose growth rescue (activation), usual class: activators; 320,000 compounds, 0.23% hits; AID 485298;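 note: potency is the fitted concentration of half-maximal effect; % of control where 0% means no effect; nearly all actives have a fitted effect of over 45% in size; temperature-sensitive fusion mutants such as fzo1-1 at 37 °C on non-fermentable ethanol glycerol medium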
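Compounds are tested for their ability to restore growth of mitochondrial fusion-defective yeast strains at non-permissive 37C in YPEG medium over 48 hours. Viability is quantified by luciferase luminescence.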
uPA generation: blocks generation of uPA at the cell surface; 330,000 compounds, 0.31% hits; cell surface uPA generation assay, qHTS; Potency, µM (highest dose often 38.3 µM), without a hit: top-dose activity change, negative = inhibition, actives largely listed as inhibitors; active = well fitted inhibition curve with a large enough effect; inconclusive = small, poorly fitted or top-dose-only effect; inactive = no such curve, though single readings can be large or run the other way; tested in mouse RAW 264.7 cells; note: potency is the fitted concentration of half-maximal effect; % is set by controls: 0 for no effect and ±100 for the full control effect; nearly all actives have a fitted effect of over 55% in size
ELG1 DNA repair: inhibitors of ELG1-dependent DNA repair in HEK293T cells; 330,000 compounds, 2.3% hits; Potency, µM (doses to about 46.1 µM), for the others: at the highest dose activity change, negative = inhibition, actives largely listed as inhibitors; AID 504467; HEK293T ELG1-luciferase reporter, luminescence, 16 h; DNA damage induced by 5-fluorouridine; note: potency is the fitted concentration of half-maximal effect; % is set by controls: 0 for no effect and ±100 for the full control effect; nearly all actives have a fitted effect of over 55% in size
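Overnight (16 hr) co-exposure of 2,000 cells/well to 5-fluorouridine and compound at 37 °C preceded detection. Luciferase was quantified via ONE-Glo luminescence; loss of signal denotes inhibition.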
B2AR arrestin: beta2AR (human) beta-arrestin recruitment activity | Potency, µM (titrated, usually from 46.1 µM), without a hit: at the top dose activation, usual class: activators | 330,000 compounds, 0.02% hits | beta-arrestin recruitment to beta2AR, cell-based reporter | AID 492947 | P07550;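 note: potency is the fitted concentration of half-maximal effect; 0% = DMSO controls and full agonism = EC100 isoproterenol or metaproterenol; nearly all actives have a fitted effect of over 65% in size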
Target sequence (P07550 whole entry, looked up): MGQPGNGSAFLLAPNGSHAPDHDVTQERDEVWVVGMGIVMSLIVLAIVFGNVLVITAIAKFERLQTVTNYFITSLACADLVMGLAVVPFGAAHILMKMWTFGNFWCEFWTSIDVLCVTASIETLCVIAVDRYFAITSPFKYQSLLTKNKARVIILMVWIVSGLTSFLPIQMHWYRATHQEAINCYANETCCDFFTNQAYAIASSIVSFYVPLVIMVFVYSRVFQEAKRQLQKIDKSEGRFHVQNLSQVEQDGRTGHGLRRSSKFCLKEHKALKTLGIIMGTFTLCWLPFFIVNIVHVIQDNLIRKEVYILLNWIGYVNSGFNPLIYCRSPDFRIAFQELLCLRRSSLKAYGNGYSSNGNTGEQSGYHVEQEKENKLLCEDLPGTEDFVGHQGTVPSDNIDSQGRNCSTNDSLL
Tb PFK inh: inhibitors of T. brucei phosphofructokinase | 330,000 compounds, 0.17% hits | Potency, µM (highest dose often 57.5 µM), for the others: top-dose activity, negative = inhibition, actives largely listed as inhibitors | T. brucei PFK, ADP-Glo luminescence | AID 485367;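 note: potency is the fitted concentration of half-maximal effect; 0% = uninhibited 1x PFK enzyme wells and -100% = no-enzyme wells; nearly all actives have a fitted effect of over 60% in size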
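Compounds were pin-transferred as a titration series up to 57 uM into substrate buffer (0.5 mM F6P, 0.1 mM ATP, pH 8.0), then 1.25 nM PFK was added and reactions ran 45 min before ADP-Glo detection.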
USP2a inh: blocks human ubiquitin-specific protease USP2a | Potency, µM (highest dose often 38.3 µM), for inactives: at the highest dose activity change, negative = inhibition, actives largely listed as inhibitors | 330,000 compounds, 0.01% hits | USP2 core, Ub-CHOP2 coupled fluorogenic reporter, 485/531 | O75604 | AID 463254;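 note: potency is the fitted concentration of half-maximal effect; plate controls were DMSO wells for no effect and full inhibition by NEM control for full effect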
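Deubiquitinase activity read as fluorescence (485/531 nm) after Ub-CHOP2 cleavage activates the enterokinase reporter on its substrate; USP2 core 10nM, Ub-CHOP2 and substrate 25nM each, 30min compound preincubation then 60min RT; data normalized to NEM, curves fitted.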
The depositor's hits bear a star; ? = inconclusive; / = not tested or not shown; [ ] = remark or other dose. Unless noted, calls come from the whole dose curve; as a rule, active = well fitted curve in the direction sought with a large enough effect; inconclusive = small, poorly fitted or top-dose-only effect, or another doubt; inactive = no such curve, though single readings can be large; an effect the other way counts as inactive or inconclusive.

| smiles | USP2a inh | B2AR arrestin | ELG1 DNA repair | Eya2 inh | uPA generation | PTAP TSG101 blk | TSHR antag | TCR activator | BCR signal inh | Tb PFK inh | Mito fusion act |
| --- | --- | --- | --- | --- | --- | --- | --- | --- | --- | --- | --- |
| Cc1c(Br)c([N+](=O)[O-])nn1CC(=O)NCCc1ccc(Cl)cc1 | 0% | 0.0% | -4% | -5% | 4% | 5% | -8 | 5% | 10% | 0% | 5% |
| COc1ccc2[nH]cc(C=O)c2c1 | 0% | -0.4% | 15% | 9% | 1% | -11% | 16 | / | -20% | -2% | 4% |
| CC(C)(C)c1nnc2sc(SC/C(O)=C(\C#N)c3nc4ccccc4[nH]3)nn2c1=O | -8% | 0.5% | 5% | -1%[15.4 µM] | 0% | -2% | 10 | 0% | ? | 0% | 1% |
| CCN(CC)c1ccc(/C=N/n2nnnc2N)c(O)c1 | 0% | -0.8% | 28% | 4% | -13% | -5% | 7 | 8% | -1% | 4% | -2% |
| CC(=O)c1cccc(NC(=O)Cn2cnc(S(=O)(=O)N3CCC(C)CC3)c2)c1 | 2% | 0.0% | 4% | 17% | -1% | -4% | 5 | -6% | -2% | -6% | -1% |
| CNc1nc(N)c(C(=O)Nc2cc(C)on2)s1 | -1% | -0.1% | ? | 2% | -4% | 1% | 0 | / | -5% | 7% | 26% |
| COC(=O)c1ccc(CNC(=O)C2CCC(=O)N(CCCc3ccccc3)C2)cc1 (configuration not stated) | 0% | -0.4% | -14% | -2% | -3% | -8% | 17 | -3% | 0% | -1% | 6% |
| O=C(Nc1cccc(Cl)c1)OCCN1CCN(Cc2ccccc2)CCC1=O | -1% | -1.1% | -6% | -11% | -8% | -1% | 3 | -6% | -1% | -4% | 3% |
| O=C(CSc1nc2cc(Cl)ccc2s1)c1ccco1 | 0% | 0.2% | ? | 4% | -7% | -4% | -7 | / | ? | -8% | 9% |
| CC1CC(C)CN(Cc2nc(N)nc(Nc3ccccc3)n2)C1 (configuration not stated) | -2% | -0.6% | 24% | -1% | -1% | -7% | -4 | -1% | -1% | -5% | -3% |
| COCC(=O)Nc1nc2ccc(S(C)(=O)=O)cc2s1 | 1% | 0.1% | ? | -14% | -4% | -4% | 7 | -3% | ? | 1% | 2% |
| Cc1c(CCC(=O)N[C@@H](C)C(=O)O)c(=O)oc2c(C)c3oc4c(c3cc12)CCCC4 | 2% | 0.5% | 12% | -7% | -3% | -7% | -7 | -1% | ? | 6% | 8% |
| Cc1ccc2nc(SCC(=O)NCc3ccc(F)cc3)nc(=O)n2c1 | -1% | -1.1% | 22% | 7% | -2% | 0% | -2 | -9% | ? | 0% | 2% |
| CN(C)c1cccc2c1c(NC(=O)c1ccc(F)cc1)nn2C | -1% | 0.1% | 2% | 3% | 9% | -2% | -6 | 2% | 10% | 0% | -2% |
| CCOC(=O)/C(=C/C=C1\Sc2cc(OCC)c(OCC)cc2N1CC)C(C)=O | ? | 0.3% | ? | 11% | -2% | ? | -11 | 10% | -1% | 1% | -1% |
| Cc1cccc(C)c1N=Nc1c(C)cc(O)cc1C | 1% | -1.0% | 30% | -10% | 0% | -3% | 1 | -3% | ? | 2% | -29% |
| O=C(OCCC1Oc2cccnc2NC1=O)c1ccc(F)cc1 (configuration not stated) | 0% | -0.1% | 6% | 8% | 1% | 0% | -5 | 6% | -1% | -11% | 0% |
| COc1ccc(OC)c(Nc2nc(N)c([N+](=O)[O-])c(N3CCOCC3)n2)c1 | 0% | -0.3% | ? | 8% | 4% | -1% | -6 | 2% | -6% | 2% | -1% |
| O=C(NCC[C@@H]1C[C@@H]2C=C[C@H]1C2)c1cc(COc2ccc(F)cc2F)on1 | -4% | -0.1% | -1% | -19% | 10% | -3% | -32 | -3% | 1% | -1% | -11% |
| CC(=O)C1=C(C)N(Cc2ccco2)C(=O)C1(NC(=O)C1CCCCC1)C(F)(F)F (configuration not stated) | 0% | 0.4% | 7% | 8% | / | -5% | 6 | 0% | 3% | -1% | -3% |
| COc1cccc(CCNC(=O)C2CCCN(c3ncnc4c3nc3n4CCCCC3)C2)c1OC (configuration not stated) | 0% | -0.3% | 7.3µM* | -2% | 0% | 0% | -8 | 0% | -14% | 1% | -3% |
| COc1cc(/C=N/Nc2cc(C)nc(NS(=O)(=O)c3ccccc3)n2)ccc1O | 4% | 0.3% | -19% | 16% | -1% | -1% | -7 | 5% | ? | 17% | 0% |
| O=C(/C(=N\Nc1ccc(Br)cc1)Sc1nnnn1-c1ccccc1)c1ccccc1 | 0% | -0.4% | 1% | 2% | 1% | -2% | 1 | 2%[46.1 µM] | 16% | 2% | 0% |
| COc1cc(CC(=O)OCC(=O)NC2CC2)cc(OC)c1OC | 0% | 0.0% | 3% | 9% | 1% | -1% | 7 | 5% | 0% | 2% | 19% |
| Cc1ccc2nc(SC(C(=O)Nc3ccc(F)cc3)c3ccccc3)[nH]c2c1 (configuration not stated) | 0% | -0.9% | -15% | 2% | -20% | 1% | -18 | 1%[46.1 µM] | ? | 0% | -1% |
| Cc1ccc(NC2=NCC(=O)N2Cc2ccc3c(c2)OCO3)cc1 | 1% | 0.3% | 16% | -19% | 3% | -3% | 0 | 4% | -2% | -1% | -5% |
| Oc1c(Cl)cc(Cl)c2cccnc12 | 4% | 3.6% | 2.3µM* | 1% | ? | -1% | -2 | -5% | ? | -7% | ? |
| COc1ccccc1-n1c(SCC(=O)Nc2cc(C)on2)nc2c([nH]c3ccccc32)c1=O | 1% | 3.8% | -28% | 1% | 18% | -1% | -1 | 0% | 1% | 2% | -1% |
| O=C(c1ccccc1)c1ccc(N2CCN(C(=O)c3cccc(F)c3F)CC2)c(F)c1 | 2% | -2.0% | -13% | -2% | -19% | 1% | ? | 7% | 2% | 0% | 6% |
| CCC1(CC)NC(=O)N(CC(=O)OCC(=O)Nc2ccc(OC(F)(F)F)cc2)C1=O | 1% | -0.2% | 13% | -16% | 13% | -4% | 3 | 0% | 4% | 0% | 0% |
| Cc1cccc(C(=O)N/N=C/c2ccc3c(c2)OCO3)n1 | -1% | 0.5% | 21% | 6% | 2% | 0% | -9 | 0% | 10% | 1% | 2% |
| COc1ccc2c(=O)cc(-c3cccnc3)oc2c1OC | 7% | 8.6% | 9% | -9% | -1% | -1% | -8 | -1% | 0% | 3% | 25% |
| CCCCOC(=O)NC1(C)CCS(=O)(=O)C1 (configuration not stated) | -1% | 0.9% | 16% | 8% | 2% | -2% | 0 | -5%[46.1 µM] | 3% | -6% | -1% |
| CCCc1ccc(-c2ccc(F)c(N)c2)nc1 | 5% | 0.0% | ? | 3% | ? | -1% | -8 | -1% | ? | -8% | -3% |
| Cc1cc(C)c(C)c(S(=O)(=O)N2CCN(C)CC2)c1C | 1% | 0.9% | 5% | 11% | 0% | -1% | 27 | / | 2% | 1% | 0% |
| Cc1cc(N2CCCC2=O)cc(C)c1CN1C(=O)c2ccccc2C1=O | 2% | 0.0% | -15% | 5% | 13% | -8% | -14 | 5%[46.1 µM] | 5% | 1% | -3% |
| COc1cc2c(cc1OC)-c1cc(Nc3ccc(F)cc3)nc(=O)n1CC2 | 1% | -0.3% | -4% | 1% | -12% | -3% | 0 | 17% | ? | -15% | 5% |

Three compounds from above with just PTAP TSG101 blk and Eya2 inh:
canonical_smiles	PTAP TSG101 blk	Eya2 inh
COc1ccc2c(=O)cc(-c3cccnc3)oc2c1OC	-1%	-9%
CCCCOC(=O)NC1(C)CCS(=O)(=O)C1 (configuration not stated)	-2%	8%
CCCc1ccc(-c2ccc(F)c(N)c2)nc1	-1%	3%
